TRb-SRC2 inh: qHTS for Inhibitors of the Interaction of Thyroid Hormone Receptor and Steroid Receptor Coregulator 2. Thyroid hormone receptor beta (Homo sapiens), P10828. TRbeta-SRC2 peptide binding, fluorescence polarization; receptor liganded with 1 µM T3. Potency, µM (top dose mostly 106 µM), inactives show at the highest dose activity change, negative = inhibition, actives largely listed as inhibitors. 0.065% of 280,000 active;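 further: plate controls were bound peptide for no effect and peptide without receptor for full effect; nearly all actives have a fitted effect of over 50% in size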
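TRb LBD 0.6 uM + Texas Red SRC2 peptide 20 nM, 1 uM T3, Tris buffer w/ 5% DMSO; compound pinned, 5 h RT; FP read ex 555/em 632; normalized to unbound and bound controls.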
TexasRed fluor: Total Fluorescence Counterscreen for Inhibitors of the Interaction of Thyroid Hormone Receptor and Steroid Receptor Coregulator 2; 0.29% of 280,000 active; Potency, µM (doses to about 106 µM), inactives show at the top dose fluorescence change, negative = quenching; TRb/SRC2 Texas Red total fluorescence interference; AID 1479, 2009; active means well fitted curve in either direction with a large enough effect; inconclusive means small, poorly fitted or top-dose-only effect
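Human TRb ligand-binding domain at 0.6 uM with 20 nM Texas Red SRC2 peptide in Tris buffer containing 1 uM T3 and 5% DMSO, incubated with compound 5 h at ambient temperature. Total fluorescence (555/632 nm) calculated as parallel + 2 × perpendicular.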
Tau FP inhib: qHTS for Inhibitors of Tau Fibril Formation, Fluorescence Polarization. Microtubule-associated protein tau (Homo sapiens), P10636. K18 P301L tau heparin fibrillization, Alexa594 FP, 6 h. Potency, µM (series often up to 57.7 µM), inactives show top-dose activity, negative = inhibition, actives largely listed as inhibitors. 0.39% of 280,000 active. AID 1468, 2008; further: nearly all actives have a fitted effect of over 55% in size
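Human tau K18 […] P301L fragment, 15 uM unlabeled plus 0.24 uM Alexa 594-labeled tau (final), with compound and 20 uM heparin in 100 mM sodium acetate pH 7; 6 hr at 37 C, then Alexa 594 FP read.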
RECQ1 helicase: qHTS Assay for Inhibitors of RecQ-Like Dna Helicase 1 (RECQ1); ATP-dependent DNA helicase Q1 (Homo sapiens), P46063; RECQ1 DNA unwinding, red fluorescence kinetic read; Potency, µM (series often up to 57.3 µM), for inactives: at the highest dose activity, negative = inhibition, most hits filed as inhibitors; 0.54% of 240,000 active; AID 2549, 2010;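 further: plate controls were vehicle for no effect and no enzyme for full effect; nearly all actives have a fitted effect of over 30% in size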
Target sequence (P46063 whole entry, looked up): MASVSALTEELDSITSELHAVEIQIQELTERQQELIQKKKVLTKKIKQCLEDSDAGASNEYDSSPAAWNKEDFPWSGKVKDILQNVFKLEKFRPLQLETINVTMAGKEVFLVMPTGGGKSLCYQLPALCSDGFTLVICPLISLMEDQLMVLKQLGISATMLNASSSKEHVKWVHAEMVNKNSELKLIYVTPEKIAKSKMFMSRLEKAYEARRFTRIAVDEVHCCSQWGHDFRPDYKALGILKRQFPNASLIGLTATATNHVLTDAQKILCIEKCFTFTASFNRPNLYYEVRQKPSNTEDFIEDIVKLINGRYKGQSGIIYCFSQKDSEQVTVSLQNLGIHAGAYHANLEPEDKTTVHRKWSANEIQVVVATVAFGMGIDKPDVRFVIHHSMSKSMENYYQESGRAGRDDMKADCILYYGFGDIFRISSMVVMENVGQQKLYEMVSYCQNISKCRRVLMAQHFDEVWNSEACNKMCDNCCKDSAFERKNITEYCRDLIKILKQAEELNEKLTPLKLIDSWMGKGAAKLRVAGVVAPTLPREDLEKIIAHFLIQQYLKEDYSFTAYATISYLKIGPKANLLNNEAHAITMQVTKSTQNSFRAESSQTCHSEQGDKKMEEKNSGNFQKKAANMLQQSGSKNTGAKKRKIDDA
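50 nM RECQ1T1 preincubated 15 min with compound in Tris pH 8.0 buffer with MgCl2, DTT, Tween-20 and 2.5 ug/ml poly(dI-dC); started with 200 nM TAMRA/BHQ-2 forked duplex and 2 mM ATP. Unwinding read as fluorescence (525/598 nm), two reads 2 h apart.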
Tau ThT inhib: qHTS for Inhibitors of Tau Fibril Formation, Thioflavin T Binding; Microtubule-associated protein tau (Homo sapiens), P10636; recombinant tau K18 P301L (four-repeat tau fragment), heparin-induced fibrillization, ThT fluorescence; Potency, µM (series often up to 57.4 µM), for the others: top-dose activity, negative = inhibition, usual class: inhibitors; 2.1% of 270,000 active; AID 1460, 2008; further: nearly all actives have a fitted effect of over 55% in size
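Aggregation was driven by heparin (20 uM final) acting on recombinant tau […] bearing P301L in 100 mM sodium acetate pH 7; fibrils were detected with Thioflavin T.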
KDM4E inh: qHTS Assay for Inhibitors of Human Jumonji Domain Containing 2E (JMJD2E) | Potency, µM (series often up to 57.1 µM), inactives show top-dose activity change, negative = inhibition, usual class: inhibitors | Lysine-specific demethylase 4E (Homo sapiens), B2RXH2 | AID 2147, 2009 | 1.6% of 230,000 active | JMJD2E catalytic domain, FDH-coupled NADH fluorescence (FDH is formaldehyde dehydrogenase); active means well fitted inhibition curve with a large enough effect, not every such curve was filed as active; inconclusive means small, poorly fitted or top-dose-only effect, or another doubt; inactive means no such curve, though single readings can be large or run the other way;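 further: 0% = wells with enzyme and -100% = buffer wells without enzyme; nearly all actives have a fitted effect of over 50% in size; many of its hits are not listed in these tables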
Target sequence (B2RXH2 1-337 limits assumed): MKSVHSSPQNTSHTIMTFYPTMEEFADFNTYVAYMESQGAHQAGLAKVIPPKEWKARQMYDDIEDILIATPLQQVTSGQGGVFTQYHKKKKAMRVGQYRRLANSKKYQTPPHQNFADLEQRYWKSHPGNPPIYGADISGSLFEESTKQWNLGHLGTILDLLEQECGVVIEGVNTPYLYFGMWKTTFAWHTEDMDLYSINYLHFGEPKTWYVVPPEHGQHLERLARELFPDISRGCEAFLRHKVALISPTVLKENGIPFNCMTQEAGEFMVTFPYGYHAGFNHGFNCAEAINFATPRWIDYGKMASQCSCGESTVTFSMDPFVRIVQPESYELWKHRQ
L3MBTL1 inh: qHTS Assay for the Inhibitors of L3MBTL1; Potency, µM (titrated, usually from 57.1 µM), inactives show top-dose activity, negative = inhibition, hits mostly inhibitors; 0.66% of 230,000 active; AID 485360, 2010; AlphaScreen L3MBTL1–H3K9me1 peptide binding; further: nearly all actives have a fitted effect of over 60% in size
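L3MBTL1 50 nM + b-AHA-H3(1-15)K9me1 75 nM, 30 min RT; compound added, 30 min RT; streptavidin donor/Ni-chelate acceptor beads 10 ug/mL each final, 30 min RT dark; AlphaScreen read.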
RGS12 GoLoco inh: qHTS Assay for Inhibitors of RGS12 GoLoco Motif Activity (Red Fluorophore); AID 880, 2007; 0.44% of 230,000 active; Gai1:RGS12 GoLoco peptide FP, rhodamine, 10 min; Potency, µM (titrated, usually from 61.6 µM), inactives show at the top dose activity, negative = inhibition, usual class: inhibitors; Guanine nucleotide-binding protein G(i) subunit alpha-1 (Homo sapiens), P63096; active means well fitted inhibition curve with a large enough effect, not every such curve was filed as active; inactive means no such curve, though single readings can be large or run the other way; further: nearly all actives have a fitted effect of over 30% in size; many of its hits are not listed in these tables
* hit, by the source's call; i = inactive; ? = inconclusive; . = not tested or not shown; [ ] = remark or other dose. Unless noted, the call rests on the fitted dose curve; in most records, active means well fitted curve in the direction sought with a large enough effect; inconclusive means small, poorly fitted or top-dose-only effect, or another doubt; inactive means no such curve, though single readings can be large; an effect the other way counts as inactive or inconclusive. Unless noted, on the % scale 0 is the no-effect control and ±100 the full control effect; potency means the concentration at half of the fitted maximal effect. These rows are one share of the data. The share of hits here may be higher or lower than overall.

smiles,Tau FP inhib,TexasRed fluor,RECQ1 helicase,L3MBTL1 inh,TRb-SRC2 inh,RGS12 GoLoco inh,Tau ThT inhib,KDM4E inh
COC(=O)c1ccc(C2C(C(=O)OCC(C)C)=C(C)N=C3SCCC(=O)N32)cc1 (stereo unspecified),0%,-2%,-8%,-4%,-3%,2%,-12%,4%
COc1ccc(N(CC(=O)N/N=C/c2ccc(-c3ccc([N+](=O)[O-])cc3)o2)S(=O)(=O)c2ccc(C)cc2)cc1,5%,-1%,-11%,4%,2%,13%,?,-5%
COc1ccc(Cl)cc1C(=O)NCc1nc(-c2cccc(C)c2)no1,?,?,.,.,3%,.,-12%,.
Oc1ccc2ccccc2c1/C=N/c1nc2c(s1)CCCC2,?,-27%,-6%,.,?,-13%,32µM*,?
COc1ccc(C(=O)CCN2CCc3cc(OC)c(OC)cc3C2)cc1,17%,-1%,-1%,.,3%,4%,?,7%
CC1CC(C)CN(C(=O)c2cc3cc(Br)cc(Br)c3o2)C1 (stereo unspecified),5%,0%,i,19%,9%,4%,?,-1%
CCN(c1ccccc1)S(=O)(=O)c1ccc(C(=O)OC(C)C(=O)NCCC2=CCCCC2)cc1 (stereo unspecified),-11%,1%,-8%,-12%,-8%,10%,-15%,6%
CCN1CCN(c2cc(C)c3cc(NC(=O)c4cccs4)ccc3n2)CC1,12%,-5%,-4%,?,5%,6%,?,-1%
O=C(CN(C(=O)c1csnn1)c1cccc2c1CCCC2)NC1CCCC1,11%,-1%,i,2%,3%,5%,2%,1%
Cc1oc2ncn(CC(C)C)c(=O)c2c1C(=O)Nc1cc(F)ccc1F,?,-8%,.,.,-1%,.,1%,.
Cc1cc(C)nc(N2CCC(C(=O)NCc3ccccc3)CC2)n1,-4%,0%,-5%,-2%,-18%,9%,0%,3%
O=C(Nc1nnc(SCc2ccc(Cl)cc2)s1)C1CCCO1 (stereo unspecified),2%,-1%,-19%,.,5%,5%,-3%,1%
Cc1cccc(N2CCN(C(=O)CC(NC(=O)c3ccccc3Cl)c3ccccc3)CC2)c1C (stereo unspecified),-3%,-3%,0%,1%,4%,5%,?,2%
O=C(/C=C/c1cc([N+](=O)[O-])ccc1OC(F)F)Nc1ccc(OC(F)F)cc1,-2%,-2%,i,-11%,10%,13%,-3%,15%
COCCNC(=O)CSc1c2c(nc3ccc(Cl)cc13)CCCC2,7%,-6%,i,.,-3%,9%,-18%,-5%
Cc1oc(C(C)(C)C)cc1C(=O)Nc1ccc(C(=O)O)cc1,1%,-1%,-7%,0%,-4%,4%,-3%,-3%
CCOC(=O)c1sc(=S)n(Cc2ccccc2)c1N,12%,-2%,1%,-15%,2%,3%,-15%,7%
Clc1ccc(-c2noc(CCCc3ccccc3)n2)cc1,-4%,-1%,-7%,.,-3%,9%,-19%,2%
Cc1ccc(CCNC(=O)NC(C)(C)C)cc1,-1%,-1%,i,13%,-4%,0%,-7%,14%
Cc1ccc(N=C2SC(C(=O)NCCc3ccccc3)CC(=O)N2C)cc1C (stereo unspecified),4%,-1%,0%,-6%,-8%,16%,-1%,-6%
COc1ccc(C(=O)Nc2ccc(-c3nnn(CC(=O)N4CCN(C(=O)c5ccco5)CC4)n3)cc2)cc1,?,-5%,-21%,3%,13%,14%,?,220%[activator]
CCOc1ccc2[nH]c(=O)c(CN(Cc3ccccc3OC)C(=O)c3ccccc3)cc2c1,9%,0%,i,.,-3%,6%,-9%,?
O=C(Nc1c(C(=O)N2CCN(c3ccc(F)cc3)CC2)oc2ccccc12)c1c(F)cccc1F,?,1%,.,.,5%,.,-10%,.
CCCNC(=O)c1cnc2c(-c3ccc(OCC)c(OCC)c3)c(C)nn2c1-c1ccccc1,7%,0%,.,.,-4%,.,?,.
CCC(C)(C)n1nnnc1CN(Cc1cc2cc(OC)c(OC)cc2[nH]c1=O)C1CCCC1,-7%,-7%,5%,.,-15%,0%,-9%,?
CN1C(=O)C2(c3ccccc31)N(C)CC(c1ccccn1)C21SC(=S)N(Cc2ccco2)C1=O (stereo unspecified),0%,0%,-24%,?,8%,7%,-15%,2%
Cc1ccc(-n2c(CNc3cccc(Cl)c3)n[nH]c2=S)cc1,3%,-9%,13%,20%,-7%,3%,4%,?
COc1ccc(CNC(=O)COC(=O)/C=C/c2cccc(Br)c2)cc1OC,1%,4%,-2%,19%,3%,-16%,-5%,1%
NC(=O)C1(N2CCCCC2)CCN(c2ccc3nnc(-c4ccccc4)n3n2)CC1,9%,-2%,-12%,.,-4%,17%,-18%,-16%
O=C(CSc1nnc(-c2ccncc2)n1Cc1ccco1)OC1CCCCC1,5%,3%,-14%,.,-6%,10%,-7%,2%

(listing goes on)
smiles,Tau FP inhib,TexasRed fluor,RECQ1 helicase,L3MBTL1 inh,TRb-SRC2 inh,RGS12 GoLoco inh,Tau ThT inhib,KDM4E inh
COC(=O)c1cc(NC(=O)c2ccc3c(c2)NC(=O)c2ccccc2S3)cc(C(=O)OC)c1,-20%,?,.,?,4%,.,1%,.
CN1CCN(C(=S)c2cn(Cc3ccc(Br)cc3)c3ccccc23)CC1,5%,2%,-15%,?,4%,7%,-17%,1%
COCC(C)n1c(SCC(=O)NCCC2=CCCCC2)nc2ccccc2c1=O (stereo unspecified),-4%,-2%,i,.,-5%,7%,-14%,-2%
CCOC(=O)c1cc(-c2csc(COc3ccccc3)n2)on1,-11%,-1%,6%,18%,-10%,7%,?,-5%
CCC(=O)Nc1ccc(C(=O)NNC(=O)c2cccs2)cc1,1%,-4%,-6%,0%,5%,0%,0%,17%
CCc1nc(N2CCN(S(C)(=O)=O)CC2)c2c3c(sc2n1)CCCC3,4%,-1%,i,-6%,3%,15%,-14%,?
COc1cc(/C=C2\SC(=O)N(c3cccc(Cl)c3)C2=O)cc([N+](=O)[O-])c1O,2%,-2%,i,-17%,-1%,8%,8.9µM*,-10%
CC(C)CCNC(=O)c1ccc(Cn2c(=O)c3cccn3c3cccnc32)cc1,-7%,0%,.,.,0%,.,3%,.
CCn1c(SCC(=O)N2CCN(C(=O)c3ccco3)CC2)nnc1C(C)C,-3%,-1%,-5%,1%,1%,10%,1%,8%
COC(=O)c1ccc(NC(=S)Nc2ccccc2)cc1,-4%,1%,0%,?,4%,6%,1%,-1%
CCCCC(=O)N/N=C(C)/C=C/c1ccccc1F,4%,-4%,-4%,?,2%,8%,2%,2%
ON1C(c2ccccc2C(F)(F)F)N(O)[C@H]2CCCC[C@H]21 (stereo partly specified),-5%,-2%,-4%,-3%,-5%,-11%,-8%,-8%
CCOc1ccccc1C(=O)NCc1ccc2c(c1)CCN2C(C)=O,3%,-6%,.,.,-6%,.,-9%,.
CCOc1cc(C(=O)Nc2ccon2)cc(OCC)c1OCC,2%,-7%,0%,-7%,-5%,-6%,3%,?
CCC(=O)N(C)CCc1cc2c(c(OC)c1/C=N/NC(=O)c1ccncc1)OCO2,2%,-4%,-9%,16%,-3%,12%,1%,-4%
CCC(OC(=O)C(NC(=O)c1ccccc1)c1ccccc1)C(=O)Nc1cc(C)on1 (stereo unspecified),-12%,-7%,14%,-1%,-5%,-4%,-13%,8%
Cc1cnc(C(=O)NC(C)CCc2ccccc2)cn1 (stereo unspecified),-1%,-3%,-3%,-8%,6%,1%,8%,0%
CCOC(=O)N1CCC(Nc2c(NCCCN(CC)Cc3ccccc3)c(=O)c2=O)CC1,0%,0%,-5%,.,5%,-10%,-9%,6%
O=C(Nc1ccc2c(c1)OCCO2)c1oc2ccccc2c1NC(=O)C1CC1,?,-4%,-7%,-2%,-2%,5%,-10%,286%[activator]
Cc1cc(C(=O)CSc2nnnn2-c2ccccc2)c(C)n1CC1CCCO1 (stereo unspecified),1%,4%,-26%,-11%,-22%,9%,-8%,?
Cc1cc(C)c(C)c(S(=O)(=O)NCc2ccc(C(=O)N3CCCCC3)cc2)c1C,2%,-1%,3%,-12%,-7%,4%,?,-6%
COC(=O)c1cnn(-c2ccc(Cl)cc2)c1/C=N/NC(N)=S,-5%,-1%,i,-4%,-8%,4%,-14%,2%
Cn1c(=N)n(CC(=O)C(C)(C)C)c2ccccc21,-3%,-3%,-8%,.,-3%,7%,-7%,-10%

Source: PubChem
